# From PubChem BioAssay
# ERG-DNA inh = blocks human ERG Ets domain binding to DNA | Potency, µM (highest dose often 76.9 µM), without a hit: at the highest dose FP activity, negative = inhibition, most hits filed as inhibitors | AID 624246 | 0.028% of 370,000 active | fluorescence polarization, His-ERG Ets domain / labelled DNA | P11308; active means well fitted inhibition curve with a large enough effect in the polarisation, with a control signal flat; inconclusive means small, poorly fitted or top-dose-only effect, or effect the other way, or a change in a side signal; inactive means no such curve, though single readings can be large or run the other way; the % refers to the polarisation;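 further: polarization taken with two DNA probes labelled with fluorescein and Texas red; potency means the concentration at half of the fitted maximal effect; % of control where 0% means no effect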
#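 His-tagged ERG Ets domain (1 uM in the protein solution; 300mM KCl, 50mM Tris-HCl, 1mM EDTA, 1mM DTT, pH 7.5) received compound, then a probe mix of 5 nM fluorescein-DNA and 100nM Texas-615-DNA. Fluorescence polarization was read for both dyes.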
# GRP78 ERSR act = inducers of ER stress response in human glioma cells; U87-MG GRP78 promoter luciferase reporter, 16 h; Potency, µM, inactives show top-dose activation, actives largely listed as activators; 0.02% of 420,000 active; further: potency means the concentration at half of the fitted maximal effect; series mostly up to about 76 µM; % of control where 0% means no effect; nearly all actives have a fitted effect of over 35% in size
#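 ERSR induction read as luciferase luminescence (Bright-Glo, 10 min at room temperature) in stably transfected human U87-MG glioma cells exposed to compounds for 16 h, using GRP78 as sensor.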
# Vif-A3F inh = inhibitors of Vif-A3F interaction; Potency, µM (titrated, usually from 46.1 µM), for the others: at the top dose activity, negative = active; HeLa A3F-eYFP + Vif (tagged APOBEC3F with the HIV-1 protein that degrades it), YFP fluorescence increase; 0.2% of 390,000 active; further: potency means the concentration at half of the fitted maximal effect; % of control where 0% means no effect; nearly all actives have a fitted effect of over 65% in size
#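 HeLa cells stably expressing Vif plus C-terminally eYFP-tagged A3F were seeded, incubated overnight at 37 deg C, dosed with compound, incubated overnight again at 37 deg C. Yellow fluorescence (Ex 488/Em 500-530) reported blocked Vif-mediated A3F-eYFP degradation.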
# Vif-APOBEC3G blk = inhibitors of Vif-APOBEC3G interaction. Q9HC16. HeLa A3G-eYFP + Vif (tagged APOBEC3G with the HIV-1 protein that degrades it), YFP fluorescence, overnight. Potency, µM (series often up to 46.1 µM), inactives show at the highest dose activity, negative = active, most hits filed as inhibitors. 0.076% of 410,000 active;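 further: potency means the concentration at half of the fitted maximal effect; on the % scale 0 is the no-effect control and ±100 the full control effect; nearly all actives have a fitted effect of over 60% in size; hits raise eYFP signal because A3G escapes Vif-driven loss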
# Target sequence (Q9HC16 whole entry, looked up): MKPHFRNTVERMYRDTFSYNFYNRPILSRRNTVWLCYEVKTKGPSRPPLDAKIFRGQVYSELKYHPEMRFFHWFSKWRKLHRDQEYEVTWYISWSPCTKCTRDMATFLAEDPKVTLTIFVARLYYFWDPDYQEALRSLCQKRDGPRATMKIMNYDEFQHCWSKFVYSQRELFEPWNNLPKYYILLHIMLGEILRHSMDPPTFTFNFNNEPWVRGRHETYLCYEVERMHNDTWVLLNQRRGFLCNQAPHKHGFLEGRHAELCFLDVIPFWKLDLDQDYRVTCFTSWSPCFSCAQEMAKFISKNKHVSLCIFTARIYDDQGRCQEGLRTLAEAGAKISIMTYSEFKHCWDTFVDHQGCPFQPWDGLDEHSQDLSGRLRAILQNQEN
#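 Read-out is eYFP fluorescence (Ex 488/Em 500-530) from Vif-expressing HeLa A3G-eYFP cells; more signal means A3G escaped Vif-mediated degradation. Cells plated overnight, compound pinned in, incubated overnight at 37 deg C.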
# ALOX12 inh = ALOX12 (human) lipoxygenase inhibition; P18054; purified 12hLO, xylenol orange hydroperoxide absorbance; Potency, µM (doses to about 108 µM), inactives show at the highest dose activity change, negative = inhibition, hits mostly inhibitors; 1.1% of 580,000 active; AID 1671190; further: potency means the concentration at half of the fitted maximal effect; on the % scale 0 is the no-effect control and ±100 the full control effect
#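 Purified human 12hLO (150 nM final) in 25 mM Hepes, 0.01% Triton X-100, pH 7.0 was preincubated 15 min at room temperature with compound. Then 40 uM arachidonic acid was added, 30 min. Hydroperoxide was read by Fe-XO absorbance ratio 573/405 nm.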
# D2 antagonist = antagonizes the human D2 dopamine receptor | HEK293 TREx D2 cells, calcium flux, dopamine EC80 | inhibition, % at 10 µM | 2% of 340,000 active | P14416; in the data active means inhibition above about 30%; further: 0% is about no effect
# Target sequence (P14416 whole entry, looked up): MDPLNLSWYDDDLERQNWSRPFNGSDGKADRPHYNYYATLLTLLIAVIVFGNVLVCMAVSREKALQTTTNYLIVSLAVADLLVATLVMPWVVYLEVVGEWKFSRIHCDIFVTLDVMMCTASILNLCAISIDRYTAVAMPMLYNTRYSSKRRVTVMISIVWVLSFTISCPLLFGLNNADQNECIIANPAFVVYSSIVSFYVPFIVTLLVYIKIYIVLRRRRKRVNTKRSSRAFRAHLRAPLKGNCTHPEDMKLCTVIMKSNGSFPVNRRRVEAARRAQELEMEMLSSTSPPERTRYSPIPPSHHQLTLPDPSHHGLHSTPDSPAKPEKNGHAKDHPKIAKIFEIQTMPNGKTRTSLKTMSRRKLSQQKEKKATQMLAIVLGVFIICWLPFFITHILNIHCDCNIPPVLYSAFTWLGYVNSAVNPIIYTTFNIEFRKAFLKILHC
#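 Read-out: kinetic calcium fluorescence (1 cycle/s) in inducible HEK293 T-REx D2 cells after an EC80 dopamine addition that followed 180 s compound preincubation. Loss of the dopamine response indicates antagonism.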
# D2 agonist = activates the human D2 dopamine receptor; 0.53% of 340,000 active; P14416; AID 485358; HEK293 T-REx D2 cells, calcium flux agonist mode; activation, % at 2 µM;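 active means activation over 3 SD above normal in the single-dose calcium agonist read, cut at about 30% in these data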; further: 0% is about no effect
#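 HEK293 Trex D2 cells, tetracycline-induced, o/n 30 C 5% CO2; no-wash Ca dye, RT 30–90 min; 10-cycle baseline, 23 nl cpd added, kinetic Ca read 180 s; agonist hits = positive Ca response.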
# LDHA inh = LDHA (human) enzyme inhibition | AID 1347041 | 0.15% of 480,000 active | P00338 | purified LDHA, NADH/diaphorase-resazurin fluorescence; stronger effect = lower value | activity change, % (values are at about 110 or 230 µM); in the data active means activity change below about -30%; inconclusive means mostly about -25% to -30%;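 further: plate controls were DMSO wells for no effect and wells without enzyme for full effect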
#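 Human LDH5 (2 nM) was incubated with 0.06 mM NADH and 0.2 mM pyruvate for 5 min at room temperature in Tris pH 7.4. Remaining NADH was coupled through diaphorase/resazurin, and resorufin fluorescence was read at 0 and 20 min.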
# RGS4 inh = inhibitors of human regulator of G protein signaling 4; Transcreener GDP fluorescence polarization, RGS4-accelerated GTP hydrolysis; Potency, µM (doses to about 114 µM), for the others: top-dose activity change, negative = inhibition, actives largely listed as inhibitors; 0.039% of 390,000 active; AID 504845; further: potency means the concentration at half of the fitted maximal effect; on the % scale 0 is the no-effect control and ±100 the full control effect; nearly all actives have a fitted effect of over 75% in size; some results filed as inactive show a strong effect at the top dose
# Target sequence (P49798 whole entry, looked up): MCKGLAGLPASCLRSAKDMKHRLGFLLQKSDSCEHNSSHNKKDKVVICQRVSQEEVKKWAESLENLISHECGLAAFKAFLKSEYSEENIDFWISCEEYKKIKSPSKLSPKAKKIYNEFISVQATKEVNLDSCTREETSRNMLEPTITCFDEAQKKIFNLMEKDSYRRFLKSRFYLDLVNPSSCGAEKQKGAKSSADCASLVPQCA
#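 MLSMR compounds (23 nl, pin-transferred) preincubated 10 min at room temperature with a 500nM (2x) first reagent, then RGS4 at 900nM (2x) plus Transcreener GDP mix added; fluorescence polarization (620/688 nm) read before and after 90 min at 30 °C.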
# Active calls of the source: *; ? = inconclusive; . = no result given; & = joins results of further samples; [ ] = another dose, or the depositor's remark. Unless noted, the call rests on the fitted dose curve; in most records, active means well fitted curve in the direction sought with a large enough effect; inconclusive means small, poorly fitted or top-dose-only effect, or another doubt; inactive means no such curve, though single readings can be large; an effect the other way counts as inactive or inconclusive.
no.	Structure	ERG-DNA inh	GRP78 ERSR act	Vif-A3F inh	Vif-APOBEC3G blk	ALOX12 inh
1	COc1cccc(NC(=O)CCNS(=O)(=O)c2ccc(Br)s2)c1	5%&-5%	-3%&-2%	-1%&-1%	0%&-2%	?
2	O=C(CNS(=O)(=O)c1ccc(Cl)c(C(F)(F)F)c1)NC1CCCCC1	-2%	-5%	1%	1%	-10%
3	Cc1c(C=O)c2ccccn2c1C(=O)c1ccncc1	-4%	-5%	1%	-2%	-4%
4	COC1(OC)N=C(N)C2(C#N)C(c3ccc(C)cc3)C12C#N (centres undefined)	2%	-1%	-24%	-6%	?
5	CCCc1cc2c(cc1N(C)S(=O)(=O)c1ccccc1)OCO2	-4%	-4%	1%	1%	0%
6	COc1ccccc1NC(=O)N1CCN(c2nnc(C)c3c(C)n(-c4ccc(Cl)cc4)nc23)CC1	3%	.	.	.	-23%
7	CCc1ccc(S(=O)(=O)Nc2cc(-c3cn4ccccc4n3)ccc2C)cc1	-6%	-4%	-9%	-2%	-27%
8	COC(=O)NCCOc1cc(C)ccc1C	-6%	0%	-5%	-1%	3%

no.	D2 antagonist	D2 agonist	LDHA inh	RGS4 inh
1	1	-2.2&-1.2	-1&1	13%&4%
2	-26	-0.1	-13	-5%
3	6	-0.3	1	0%
4	-10	-0.1	-10	1%
5	.	.	-4	16%
6	.	1.0	-3	-20%
7	.	-0.5	-6	25%
8	0	0.0	5	13%

no.	Structure	ERG-DNA inh	GRP78 ERSR act	Vif-A3F inh	Vif-APOBEC3G blk	ALOX12 inh
9	CCCc1cc(=O)[nH]c2nnc(SCC(=O)NC3CCCCC3)n12	8%	-4%	0%	0%	0%
10	Cc1cc(C(=O)CN2CCC(C)CC2)c(C)n1-c1ccccc1F	-1%	-13%	-3%	0%	-6%
11	Nc1ccc(S(=O)(=O)c2ccc(N)nc2)cc1	10%	-2%	-3%	-6%	7%
12	O=C(O)c1ccccc1-c1ccccc1C(=O)Nc1ccc2c(c1)oc(=O)c1ccccc12	.	2%	1%	0%	-9%
13	C[C@H](NC(=O)[C@@H]1CSC2c3ccccc3C(=O)N21)C(=O)NCCc1ccc(F)cc1 (some centres undefined)	16%	1%	2%	1%	-1%
14	O=S(=O)(NCC(c1ccco1)N1CCc2ccccc2C1)c1ccc(F)cc1 (centres undefined)	1%	-1%	6%	-1%	?
15	O=C(N/N=C/c1ccc([N+](=O)[O-])s1)c1ccccc1	6%	-12%	0%	-7%	13%
16	Cc1ccc(S(=O)(=O)NC(C)C(=O)OCC(=O)Nc2sccc2C(N)=O)cc1 (centres undefined)	.	-1%	0%	-1%	-2%

no.	D2 antagonist	D2 agonist	LDHA inh	RGS4 inh
9	-1	0.3	-9	-17%
10	-9	0.7	0	-1%
11	.	.	-5	12%
12	.	.	-2	.
13	18	-1.1	0	26%[11.4 µM]
14	11	0.8	0	9%
15	.	.	-63*	-14%
16	.	.	-1	.

no.	Structure	ERG-DNA inh	GRP78 ERSR act	Vif-A3F inh	Vif-APOBEC3G blk	ALOX12 inh
17	Cc1sc(NC(=O)Cn2nc(C(F)(F)F)cc2C)c(C(=O)OC(C)C)c1C	7%	-5%	1%	0%	7%
18	O=C(OCc1ccccc1Cl)c1ccc(-c2nnn(Cc3ccccc3Cl)n2)cc1	2%	-1%	7%	1%	-14%
19	Cc1cccc(NC(=O)Cn2cc(C(=O)C3CC3)c3ccccc32)c1	4%	-5%	0%	1%	-4%
20	COc1ccc(-c2nc3ccccn3c2Cl)cc1	-8%	-11%	3%	-1%	?
21	O=C(CSc1ccsc1[N+](=O)[O-])N1CCN(c2ccc(Cl)cc2)CC1	-10%	-6%	8%	1%	?
22	CCOc1ccc(NC(=O)c2ccc(OC)cc2)cc1	2%	8%	-4%	0%	-6%
23	COc1ccc2c(c1)c(C(=O)N/N=C/c1ccc(O)c(O)c1)c(C)n2C	6%	?	-17%	-15%	?
24	CCC(C)Sc1ccc(-c2nc3ccc(C)cn3c2NCc2ccccc2)cc1OC (centres undefined)	0%	-5%	-3%	-1%	.

no.	D2 antagonist	D2 agonist	LDHA inh	RGS4 inh
17	-8	1.8	-2	-16%
18	.	-0.6	-8	7%
19	-4	-1.1	-4	17%
20	-29	-0.4	-5	-12%
21	6	-0.7	-4	-25%
22	-4	0.1	1	-30%
23	.	.	12	-24%
24	-6	-1.5	1	25%

no.	Structure	ERG-DNA inh	GRP78 ERSR act	Vif-A3F inh	Vif-APOBEC3G blk	ALOX12 inh
25	CSc1ncc(C(=O)Nc2cccc(Cl)c2C)c(C)n1	-10%	-1%	-21%	-12%	-8%
26	CCc1ccc(NC(=O)CS(=O)CC(=O)N2CCN(c3ccccc3F)CC2)cc1 (centres undefined)	-6%	-3%	-3%	-3%	-8%
27	Clc1ccc(OCCN2CCCCC2)cc1Cl	.	1%	0%	0%	?
28	O=C(CCN1C(=O)C2C3C=CC(C3)C2C1=O)Nc1c(F)cccc1F (centres undefined)	11%	1%	-22%	1%	6%
29	CCOc1ccc(N2C(=O)CC(Sc3ncccn3)C2=O)cc1 (centres undefined)	-2%	-6%	4%	-1%	0%
30	COc1cc(NC(=O)c2ccccc2F)c(OC)cc1NC(=O)CN1CCOCC1	3%	7%	-2%	-3%	-10%
31	O=C(Nc1ccc2oc(-c3cccnc3)nc2c1)c1ccc(-c2ccc(Cl)cc2)o1	-4%	.	.	.	?
32	O=S(=O)(c1ccc(Cl)s1)N1CCC2(CC1)OCCO2	18%	0%	-2%	0%	11%

no.	D2 antagonist	D2 agonist	LDHA inh	RGS4 inh
25	-3	-0.2	-5	-2%[56.9 µM]
26	.	.	-10	-23%
27	103*	0.4	-17	-40%
28	-5	0.6	3	?
29	-14	1.1	-11	-12%
30	12	-0.9	16	-7%
31	.	0.4	-3	?
32	5	0.1	-3	-16%

no.	Structure	ERG-DNA inh	GRP78 ERSR act	Vif-A3F inh	Vif-APOBEC3G blk	ALOX12 inh
33	Cc1cc(N/N=C/c2ccccc2F)nc(NCc2ccccc2)n1	-15%	-3%	2%	-3%	135%[activator]
34	Cc1c(C(=O)NCCCN2CCCC2=O)oc2c(Cl)cccc12	-4%	-1%	7%	-4%	-7%
35	O=c1c2oc3ccccc3c2n(Cc2ccccc2F)c(=O)n1Cc1ccco1	2%	-5%	0%	1%	-27%
36	CCc1nnc(SCC(=O)Nc2ccc3ccccc3c2)n1N	11%	13%	-1%	-5%	2%
37	CCc1ccc(S(=O)(=O)c2nnn3c2nc(N2CCN(CC)CC2)c2sccc23)cc1	6%	-3%	9%	2%	?
38	CC(C)CNS(=O)(=O)c1ccccc1C(=O)N1CCCCC1	-8%	-1%	-6%	0%	?
39	COc1cccc(CNC(=O)c2ccc3nc(-c4ccc(F)cc4)c(-c4ccc(F)cc4)nc3c2)c1	-6%	-3%	-13%	1%	-20%
40	CCn1ccnc1CN(C)C(=O)c1cc(COc2ccccc2SC)on1	14%	3%	7%	-6%	-8%

no.	D2 antagonist	D2 agonist	LDHA inh	RGS4 inh
33	-15	-1.2	-8	-33%
34	3	0.3	-6	0%
35	.	.	1	-3%
36	.	.	-1	-4%
37	.	-1.1	-8	-13%
38	11	-0.7	-10	9%
39	.	-0.3	-5	28%
40	-3	-0.6	-3	0%

# Exported in transposed form: entries from further up.
32. O=S(=O)(c1ccc(Cl)s1)N1CCC2(CC1)OCCO2
33. Cc1cc(N/N=C/c2ccccc2F)nc(NCc2ccccc2)n1
34. Cc1c(C(=O)NCCCN2CCCC2=O)oc2c(Cl)cccc12
35. O=c1c2oc3ccccc3c2n(Cc2ccccc2F)c(=O)n1Cc1ccco1
36. CCc1nnc(SCC(=O)Nc2ccc3ccccc3c2)n1N

Assay by compound	32	33	34	35	36
ERG-DNA inh	18%	-15%	-4%	2%	11%
GRP78 ERSR act	0%	-3%	-1%	-5%	13%
Vif-A3F inh	-2%	2%	7%	0%	-1%
Vif-APOBEC3G blk	0%	-3%	-4%	1%	-5%
ALOX12 inh	11%	135%[activator]	-7%	-27%	2%
D2 antagonist	5	-15	3	.	.
D2 agonist	0.1	-1.2	0.3	.	.
LDHA inh	-3	-8	-6	1	-1
RGS4 inh	-16%	-33%	0%	-3%	-4%

# Additional results follow:
no.	Structure	ERG-DNA inh	GRP78 ERSR act	Vif-A3F inh	Vif-APOBEC3G blk	ALOX12 inh
41	C[C@H](CO)N1C[C@H](C)[C@@H](CN(C)C(=O)Cc2ccccc2)OCCCC[C@H](C)Oc2ccc(NC(=O)NC3CCCCC3)cc2C1=O	.	-1%	-9%	-1%	?
42	COc1ccc(OC)c(Cc2nnc(CCC(=O)N3CCCCC3)o2)c1	5%	3%	-5%	6%	13%
43	OCCC#Cc1c(-c2ccsc2)sc2ccccc12	3%	-1%	2%	-10%	?
44	CC(=O)Nc1ccc(C(=O)OCC(=O)NC(=O)NCc2ccccc2)cc1	.	-3%	-1%	-1%	-12%
45	O=C(CN1C2=NCCN2c2ccccc21)N1CCOCC1	-6%	2%	5%	-2%	147%[activator]
46	Cc1cc(NC(=O)Nc2cccc(C(F)(F)F)c2)no1	6%	4%	.	1%	33%[activator]

no.	D2 antagonist	D2 agonist	LDHA inh	RGS4 inh
41	.	.	-1	.
42	-22	0.9	-9	4%
43	-10	-0.1	-3	6%
44	.	.	-7	.
45	-2	0.2	-1	-27%
46	-17	1.1	-7	23%

# A portion of the library (hit frequency here may not be typical).
